PMI inhibition = human PMI inhibitors, high substrate, primary screen, biochemical, fluorescence intensity, high mannose 6-phosphate (AID 1220); Mannose-6-phosphate isomerase (Homo sapiens); recombinant PMI enzyme, coupled fluorescence intensity; higher % means a stronger effect; inhibition, % at 20 µM; hits with a dose series show IC50 in µM; actives 0.66% (n = 190,000)
XIAP antagonists = XIAP antagonists, biochemical, IAP family, fluorescence polarization (AID 1018) | actives 0.007% (n = 200,000) | XIAP BIR domain, fluorescence polarization peptide displacement; higher % means a stronger effect | displacement, % at 20 µM, or IC50 in µM where a hit was titrated | E3 ubiquitin-protein ligase XIAP (Homo sapiens); in the data active = displacement above about 50%; also: a part of the inactive calls stands beside numbers as strong as those of hits
NOD1 inhibition = NOD1 signaling inhibitors, primary screen, cell-based, luminescence, uHTS (AID 1578) | actives 1% (n = 290,000) | inhibition, % at 4 µM; hits with a dose series show EC50 in µM | NOD1-driven NF-kB luciferase reporter cells, luminescence; higher % means a stronger effect; in the data active = inhibition mostly above about 36%, no sharp cut-off; inactive = mostly below about 34%;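 also: HEK-293T reporter cells stimulated with the NOD1 agonist gamma-tri-DAP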
KOR beta-arrestin-1 = KOR agonists, beta-arrestin recruitment, primary screen, cell-based, luminescence, uHTS (AID 1777). Kappa-type opioid receptor (Homo sapiens). KOR beta-arrestin recruitment, luminescence; higher % means a stronger effect. activation, % at 10 µM, or EC50 in µM where a hit was titrated. actives 0.02% (n = 280,000); in the data active = activation above about 50%, passing the limit was not always enough; also: a part of the inactive calls stands beside numbers as strong as those of hits
TNAP activators = human TNAP enzyme activators, primary screen, biochemical, luminescent, no phosphate acceptor, uHTS (AID 1001); purified TNAP, luminescent activation assay, no phosphate acceptor; higher activation fold means a stronger effect; actives 0.03% (n = 200,000); activation fold at 20 µM; hits with a dose series show EC50 in µM; in the data active = activation fold from about 3, or a potency from the dose series; inactive = the rest, 99 in 100 with activation fold below about 1.6; also: many of its hits are not listed in these tables
HEK293 NOD2/NF-kB = NOD2 signaling inhibitors, cell-based, luminescence, uHTS, HEK293 (AID 1566); HEK293 NOD2/NF-kB luciferase reporter, luminescence; higher % means a stronger effect; inhibition, % at 4 µM, or EC50 in µM where a hit was titrated; actives 0.63% (n = 290,000); also: many of its hits are not listed in these tables
KOR beta-arrestin-2 = KOR antagonists, beta-arrestin recruitment, cell-based, luminescence, uHTS (AID 1778) | Kappa-type opioid receptor (Homo sapiens) | KOR beta-arrestin recruitment, luminescence, antagonist mode; higher % means a stronger effect | one-dose inhibition, % at 10 µM; IC50 in µM for titrated hits | actives 0.091% (n = 290,000); also: strong numbers were not always called active
LYP phosphatase = inhibitors of LYP phosphatase, biochemical, fluorescence intensity, uHTS (AID 1779). Tyrosine-protein phosphatase non-receptor type 22 (Homo sapiens). recombinant LYP phosphatase, fluorescence intensity; higher % means a stronger effect. one-dose inhibition, % at 11.5 µM; IC50 in µM for titrated hits. actives 0.054% (n = 290,000);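 also: plate controls were vehicle with enzyme for no effect and no enzyme for full effect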
human PMI inhibition = inhibitors of human PMI, primary screen, biochemical, fluorescence intensity, coupled assay (AID 1209) | Mannose-6-phosphate isomerase (Homo sapiens) | purified PMI enzyme, coupled fluorescence intensity; higher % means a stronger effect | one-dose inhibition, % at 20 µM; IC50 in µM for titrated hits | actives 0.42% (n = 190,000);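 also: plate controls were DMSO vehicle for no effect and wells lacking substrate for full effect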
Numbers without * were called inactive; nt = not tested or not shown; [ ] = remark or other dose. Rule as the data show it, unless noted: active = inhibition above about 50%; inactive = the rest. Some of the compounds tested; the hit share may differ from the screen's.

SMILES | PMI inhibition | XIAP antagonists | NOD1 inhibition | KOR beta-arrestin-1 | TNAP activators | HEK293 NOD2/NF-kB | KOR beta-arrestin-2 | LYP phosphatase | human PMI inhibition
CCCOc1ccc(C(=O)CCN2CCCCC2)cc1 | 16% | -6.1% | 36% | -1.1% | 1 | 12% | 2% | -6% | 15%
CN(C)c1cc(-c2ccc(Cl)cc2)oc(=O)c1Cl | nt | nt | 2% | -2.3% | nt | 11% | -4% | -5% | nt
CC1=CC2(C#N)C3(N=C(N)C2(C#N)C(c2ccccc2)N1)OCCO3 (stereo not given) | 7% | -4.3% | -16% | -3.8% | 1.1 | 4% | 8% | 0% | 4%
CC(C)(C)NC(=O)C1CCN(S(=O)(=O)c2cccc(C(F)(F)F)c2)CC1 | 2% | -7.1% | -14% | -1.5% | 1 | 6% | 16% | -10% | -6%
COc1ccc(C(=O)NC(=O)Nc2ncccc2C)cc1 | -6% | -7.2% | -8% | -3.3% | 1.1 | -45% | -40% | -12% | 0%
Cc1c(/C=C/C(=O)c2ccc(C(C)C)cc2)cnn1C | 1% | -4.5% | -16% | -4.6% | 1.1 | -19% | -21%[20 µM] | 0% | 6%
CC(=O)N1CCc2cc(S(=O)(=O)CCC(=O)NCc3ccc(C)o3)ccc21 | nt | nt | -14% | -1.8% | nt | 20% | -17% | -4% | nt
O=C(CC(C(=O)N1CCc2ccccc21)n1ccnc1)NCc1cccnc1 (stereo not given) | -7% | -0.9% | -28% | -3.9% | 1 | 13% | 24% | -4% | -3%
COCCn1c(N)c(S(=O)(=O)c2cccs2)c2nc3ccccc3nc21 | 4% | -4.7% | 19% | 2.9% | 1.1 | -12% | -95% | -10% | 10%
CCN(CC)S(=O)(=O)c1ccc(Cl)c(C(=O)Oc2cccc(-c3cnc4ccccc4n3)c2)c1 | -14% | -1.4% | -30% | 4.6% | 1 | -75% | 34% | -8% | 4%
CCC(=O)Nc1ccc(C(=O)OCC(=O)c2ccc(C)c([N+](=O)[O-])c2)cc1 | -3% | -3.7% | 6% | 5.2% | 1.1 | -11% | -28% | -11% | -10%
O=C(O)c1cccc(N2CCCCS2(=O)=O)c1 | -8% | -6.5% | -17% | -1.7% | 1.1 | 12% | 36% | 1% | -2%
O=C(O/N=C(/c1ccccc1)c1ccncc1)c1ccccc1[N+](=O)[O-] | 13% | -5.9% | -15% | -7.3% | 1.1 | 3% | -8%[20 µM] | -4% | 1%
Cc1cc(C)nc(NN2C(=O)C=CC2=O)n1 | nt | nt | -1% | -7.0% | nt | 11% | 21% | -5% | nt
CCOC(=O)c1sc(NC(=O)CSc2nc(C)cc(C)c2C#N)c(C#N)c1C | -6% | 0.1% | -3% | 3.2% | 1.1 | 30% | -29% | -6% | 0%

Reprinted from the entries so far (two entries):
SMILES | PMI inhibition | XIAP antagonists | NOD1 inhibition | KOR beta-arrestin-1 | TNAP activators | HEK293 NOD2/NF-kB | KOR beta-arrestin-2 | LYP phosphatase | human PMI inhibition
O=C(CC(C(=O)N1CCc2ccccc21)n1ccnc1)NCc1cccnc1 (stereo not given) | -7% | -0.9% | -28% | -3.9% | 1 | 13% | 24% | -4% | -3%
COCCn1c(N)c(S(=O)(=O)c2cccs2)c2nc3ccccc3nc21 | 4% | -4.7% | 19% | 2.9% | 1.1 | -12% | -95% | -10% | 10%

(cont.)
SMILES | PMI inhibition | XIAP antagonists | NOD1 inhibition | KOR beta-arrestin-1 | TNAP activators | HEK293 NOD2/NF-kB | KOR beta-arrestin-2 | LYP phosphatase | human PMI inhibition
CC(=O)Oc1ccc2c(=O)c(Oc3ccccc3)coc2c1OC(C)=O | 7% | -5.6% | 5% | -0.6% | 1 | -12% | -30% | -6% | nt
O=C(O)Cn1c(=O)c2cccn2c2ccccc21 | nt | nt | -4% | -2.8% | nt | -28% | 38% | -7% | nt
CC1CC(=O)Nc2ccccc2N1S(=O)(=O)c1ccc(C#N)cc1 (stereo not given) | nt | nt | -8% | 1.3% | nt | -11% | 10% | -3% | nt
CCN(CC)S(=O)(=O)c1ccc(NC(=O)C2CCCN(C(=O)c3ccc(Cl)cc3)C2)cc1 (stereo not given) | -11% | 0.3% | -9% | 3.7% | 1 | 15% | -43% | 1% | 14%
COc1ccc(NC(=S)N(CCCN2CCN(C)CC2)Cc2cccs2)cc1 | 6% | -1.7% | -32% | 7.6% | 1.1 | 9% | 8% | -5% | 5%
COc1cc(C(=O)N2CCC(n3cnc4cc(F)ccc43)CC2)cc(OC)c1OC | -3% | -3.8% | 4% | -4.0% | 1.1 | 13% | 11% | -3% | 8%
CSCCC1NC2(C(=O)Nc3ccc(Cl)cc32)[C@@H]2C(=O)N(C3CCCC3)C(=O)[C@H]12 (stereo not given in full) | 3% | -0.6% | 18% | 2.2% | 1.1 | 18% | -6% | -7% | -12%
O=C(c1ccc(CS(=O)c2cccc(Cl)c2)o1)N1CCOCC1 (stereo not given) | nt | nt | -15% | -3.6% | nt | 11% | -18% | -10% | nt
O=c1c2[nH]c3ccc(Br)cc3c2ncn1CCCn1ccnc1 | 3% | -3.1% | 26% | -1.5% | 1.1 | 12% | -11% | -7% | 2%
O=C(O)CSCC(=O)N1CCN(c2cc(C(F)(F)F)nc3ccccc23)CC1 | nt | nt | -5% | 0.6% | nt | 17% | 19% | -3% | nt
CCOc1ccccc1Nc1nnc(C)c(=O)[nH]1 | -3% | -2.0% | -24% | 2.6% | 1.1 | 3% | 12% | -2% | -3%
CCCCCNc1nc(NCCCO)c(C#N)c2c1CN(C)CC2 | 34% | -1.6% | -2% | -1.5% | 1.1 | 9% | -11% | -2% | 43%
On1cnnc1-c1ccccc1 | -4% | -0.7% | -7% | -9.0% | 1.2 | -12% | -12% | -11% | -8%
N#Cc1c(-c2ccccc2F)cc(C2CC2)nc1SCC(=O)c1cccs1 | 8% | -8.4% | 4% | 0.0% | 1.2 | 26% | -10% | 3% | 7%
C/C(=N/NC(=O)c1ccco1)c1ccc(NC(=O)c2ccc(Br)o2)cc1 | nt | nt | -43% | -5.4% | nt | 6% | 21% | -1% | nt

Sorted by value in HEK293 NOD2/NF-kB (smallest number first): five from the list above.
structure,HEK293 NOD2/NF-kB
O=C(O)Cn1c(=O)c2cccn2c2ccccc21,-28%
On1cnnc1-c1ccccc1,-12%
CCCCCNc1nc(NCCCO)c(C#N)c2c1CN(C)CC2,9%
O=c1c2[nH]c3ccc(Br)cc3c2ncn1CCCn1ccnc1,12%
COc1cc(C(=O)N2CCC(n3cnc4cc(F)ccc43)CC2)cc(OC)c1OC,13%

Further entries
SMILES | PMI inhibition | XIAP antagonists | NOD1 inhibition | KOR beta-arrestin-1 | TNAP activators | HEK293 NOD2/NF-kB | KOR beta-arrestin-2 | LYP phosphatase | human PMI inhibition
Cc1cccc(NC(=S)N2CCn3cccc3C2c2cccnc2)c1 (stereo not given) | 7% | -4.2% | -17% | 6.1% | 1.1 | 3% | 10% | 6% | 11%
Cc1nc(CC(=O)Nc2nccs2)cs1 | nt | nt | -6% | -3.1% | nt | -1% | 7% | -11% | nt
COc1cnc(-c2ccccc2)[nH]c1=O | -10% | -5.3% | -48% | -2.7% | 1.1 | -2% | -15% | -2% | -6%
Cn1cc(C(=O)NS(=O)(=O)Nc2ccc(Br)cc2)c2ccccc21 | nt | nt | -30% | 2.7% | nt | 8% | 6% | -9% | nt
COc1ccccc1CNS(=O)(=O)c1cccs1 | nt | nt | -30% | 0.7% | nt | -18% | -11% | -4% | nt
CC(=O)OC1c2c(ccc3ccc(=O)oc23)OC(C)(C)C1OC(=O)CC(C)C (stereo not given) | 11% | -2.7% | -10% | -2.1% | 1 | 9% | -10% | -1% | 15%
COc1ccc(C2NC(=O)CS2)cc1 (stereo not given) | 13% | -0.6% | -4% | -4.4% | 1.3 | 11% | -13% | -8% | 9%
O=C(NCc1ccccc1)C1CC(=O)N(c2ccc(OCC(=O)N3CCCC3)cc2)C1 (stereo not given) | 6% | -3.4% | -20% | -2.2% | 1.1 | 11% | -6% | 1% | -5%
COc1ccc(COc2cc(-c3cccc(OC)c3)nc3ccc(NC(=O)c4cccnc4)cc23)cc1 | 9% | 0.3% | 78%* | 2.8% | 1 | 13% | -4% | 0% | 16%
CN(c1ccccc1)S(=O)(=O)c1cccc(NC(=O)Cc2c(F)cccc2Cl)c1 | 7% | -1.0% | -13% | 2.9% | 1.3 | -26% | -51% | 4% | 22%
Cc1ccc(C(=O)NCc2nnc(SCC(=O)Nc3ccccc3)n2C)cc1 | 3% | -13% | -25% | -0.3% | 1.1 | -6% | nt | 1% | 22%
Clc1ccc(-n2nnnc2SCc2cn3ccccc3n2)cc1 | -20% | 0.8% | -1% | -4.9% | 1.2 | 6% | -31% | -4% | -10%
c1ccc(COc2ccc(Oc3nc(N4CCCCC4)nc(N4CCOCC4)n3)nn2)cc1 | 20% | -3.8% | -18% | -2.0% | 1 | -6% | 11% | -2% | 21%
COc1cccc(/C=N/NC(=O)C(=O)N/N=C/c2cccc(OC)c2O)c1O | -28% | -5.0% | -28% | -3.8% | 2.3 | -12% | 27% | 1% | -20%
c1coc(CNc2ncnc3ccccc23)c1 | -2% | -1.4% | 48% | 3.6% | 1.1 | 37% | -10% | -3% | -5%
CC(Sc1nnc(-c2ccco2)o1)C(=O)NCCC1=CCCCC1 (stereo not given) | 5% | -6.3% | -15% | -2.9% | 1.1 | 4% | 4% | -7% | 3%
O=C(CCC(=O)c1ccc(F)cc1)Nc1cccnc1 | 7% | -2.3% | 4% | -8.1% | 1.1 | 6% | 19% | -8% | 5%
CSc1nsc(NC(=O)Cc2ccccc2)n1 | 7% | -1.7% | -7% | -0.7% | 1.1 | -30% | -53% | -5% | 12%
Cc1cc(=O)[nH]c(SCC(=O)NCc2ccco2)n1 | 2% | -1.6% | -28% | -6.5% | 1.1 | 11% | 1% | -3% | -4%
Cc1ccc(-n2nc(C)c(/C=N/NC(=O)c3cccs3)c2Cl)cc1 | 2% | -8.3% | -35% | 7.9% | 1.1 | -28% | -67% | -5% | 19%
CCOc1ccc(C(CC(=O)O)NC(=O)COc2ccccc2)cc1 (stereo not given) | 14% | -16% | 10% | 2.5% | 1 | 17% | -6% | -3% | 12%
COC(=O)c1sc2cc(C(F)(F)F)cnc2c1-c1ccccc1 | 14% | -3.5% | -4% | -2.4% | 1.1 | 0% | -16% | -6% | 19%
Cc1ccc(Cn2c(=N)n(CC(O)c3ccco3)c3ccccc32)cc1 (stereo not given) | -18% | -9.8% | -58% | -2.0% | 1.1 | 7% | 5% | -5% | -4%
CCNC(=O)c1c(O)c2ccccc2[nH]c1=O | 7% | -5.1% | -18% | -3.1% | 1 | 9% | 23% | -3% | 14%
O=C(NCCN1CCOCC1)c1ccc(CS(=O)(=O)c2c(Cl)cccc2Cl)o1 | 5% | -2.7% | -20% | -1.4% | 1 | -8% | 4% | -1% | 3%
Cn1c(COc2ccccc2)nnc1SCCN1CCOCC1 | -12% | -2.2% | -22% | 4.5% | 1.1 | 2% | -20% | -10% | -5%
CCC(C)Nc1nc(N)c([N+](=O)[O-])c(NCc2ccccc2)n1 (stereo not given) | nt | nt | -20% | -1.1% | nt | -6% | -16% | 8% | nt
Cc1ccc(N2C(=O)[C@@H]3[C@H](C2=O)[C@H]2C=CC=NN2[C@@H]3C(=O)Nc2ccc(Cl)cc2)cc1 | -75% | -23% | -26% | 5.4% | 1 | 13% | -16% | 2% | -22%
COc1ccc2cc(C(c3nnnn3C3CCCC3)N3CCOCC3)c3nnnn3c2c1 (stereo not given) | -8% | 2.5% | -15% | -6.9% | 1.1 | -3% | -24%[20 µM] | -1% | 1%

Screens deposited in PubChem by Sanford-Burnham Center for Chemical Genomics.
